Screening data as filed in PubChem.
bovine MsrA act: bovine methionine sulfoxide reductase A activation | purified bovine MsrA, absorbance read-out | activation, % at 10.6 µM | 360,000 tested, 0.3% active; in the data active = activation above about 7.5%;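 note: 0% = vehicle and 100% = reference activator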
Rin1-Abl PPI inh: human Rin1-Abl interaction inhibition. 360,000 tested, 0.4% active. inhibition, % at 7.35 µM. P00519+Q13671. TR-FRET Rin1/Abl binding, biochemical; in the data active = inhibition above about 5%, passing the limit was not always enough
eLon inh: inhibits E. coli Lon protease; inhibition, % at 7.94 µM; purified E. coli Lon protease, fluorescence polarization; P0A9M0; 360,000 tested, 0.42% active; AID 602123; in the data active = inhibition above about 13%, passing the limit was not always enough;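 note: 0% = enzyme with probe and DMSO and 100% = no enzyme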
Neddyl block: cullin neddylation inhibition; calls only at 25 µM; 360,000 tested, 0.58% active; P61081+Q13564; AID 651699; TR-FRET cullin neddylation, biochemical; in the data active = inhibition above about 36%
FAS-TE inh: blocks the thioesterase domain of human fatty acid synthase | AID 602261 | recombinant FAS-TE, OMFH fluorogenic substrate, fluorescence endpoint | inhibition, % at 15 µM | 360,000 tested, 0.67% active;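 active = compounds whose normalised, plate-corrected inhibition of enzyme fluorescence in the single-dose primary screen is 50% or more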;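 note: 0% = DMSO with enzyme and 100% = substrate without enzyme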
CSN inh: inhibitors of human CSN-mediated cullin deneddylation. 360,000 tested, 0.38% active. Purified CSN, SCF-Nedd8-OG deneddylation, fluorescence polarization. AID 651999. inhibition, % at 12.5 µM;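 active = pattern-corrected inhibition above about 35%, with an unprinted fluorescence ratio check between 0.5 and 1.5, limit read from the data, passing the limit was not always enough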;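 note: 0% = enzyme with substrate and 100% = substrate without enzyme; some results filed as inactive read as strong as hits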
Target sequence (Q92905 whole entry, looked up, one chain of several): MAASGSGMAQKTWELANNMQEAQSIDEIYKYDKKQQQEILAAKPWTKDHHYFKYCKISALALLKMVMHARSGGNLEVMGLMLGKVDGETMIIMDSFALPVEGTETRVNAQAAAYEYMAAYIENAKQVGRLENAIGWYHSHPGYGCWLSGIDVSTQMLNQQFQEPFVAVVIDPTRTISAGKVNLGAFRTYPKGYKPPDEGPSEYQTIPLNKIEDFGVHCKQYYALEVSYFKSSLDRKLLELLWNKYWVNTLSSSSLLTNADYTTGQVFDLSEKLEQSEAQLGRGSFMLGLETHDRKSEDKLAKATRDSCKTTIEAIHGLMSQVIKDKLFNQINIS
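Assay system: Purified human Csn5 enzyme expressed in HEK293T cells | Amount: Enzyme 0.24 nM | Measured by: Fluorescence polarization readout | Medium: Tris/NaCl/DTT buffer, pH 7.5 | Compound dosing: One concentration, 12.5 µM, 0.25% DMSO | Times: 90 min incubation of compound, enzyme and substrate at room temperature | Control set: no-enzyme wells high, enzyme-with-substrate wells low | Read-out: % inhibition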
MsrA inhibitor: inhibitors of bovine MsrA | 360,000 tested, 0.75% active | AID 651718 | inhibition, % at 15.5 µM | purified bovine MsrA, absorbance read-out; in the data active = inhibition above about 4.5%;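 note: 0% = vehicle wells with enzyme and 100% = reference inhibitor wells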
Tb MetRS inh: Trypanosoma brucei MetRS inhibition. AID 624268. inhibition, % at 11.9 µM. 360,000 tested, 0.4% active. purified T. brucei MetRS, ATP depletion, Kinase-Glo luminescence;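 active = inhibition above a per-plate cutoff of the control wells' mean inhibition plus 3 SD, cut at about 5.5% in these data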;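 note: 0% = DMSO wells median and 100% = median of wells with control inhibitor compound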
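Dosing: 11.9 µM single point; system: parasite MetRS enzyme; technique: luminescence of leftover ATP; times: 15 min enzyme-compound preincubation, 2 h reaction, 10 min detection, 25 °C; replicates: each compound tested once; read-out basis: percent inhibition relative to median high and low control wells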
MLLE-PAM2 inh: inhibitors of microRNA-mediated deadenylation, human PABP1 MLLE binding. GST-MLLE / FITC-PAM2 fluorescence polarization. inhibition, % at 20 µM. 360,000 tested, 0.36% active; in the data active = inhibition above about 35%, passing the limit was not always enough;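 note: plate controls were DMSO wells with GST-MLLE for no effect and wells lacking GST-MLLE protein for full effect; some results filed as inactive read as strong as hits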
Target sequence (P11940 whole entry, looked up): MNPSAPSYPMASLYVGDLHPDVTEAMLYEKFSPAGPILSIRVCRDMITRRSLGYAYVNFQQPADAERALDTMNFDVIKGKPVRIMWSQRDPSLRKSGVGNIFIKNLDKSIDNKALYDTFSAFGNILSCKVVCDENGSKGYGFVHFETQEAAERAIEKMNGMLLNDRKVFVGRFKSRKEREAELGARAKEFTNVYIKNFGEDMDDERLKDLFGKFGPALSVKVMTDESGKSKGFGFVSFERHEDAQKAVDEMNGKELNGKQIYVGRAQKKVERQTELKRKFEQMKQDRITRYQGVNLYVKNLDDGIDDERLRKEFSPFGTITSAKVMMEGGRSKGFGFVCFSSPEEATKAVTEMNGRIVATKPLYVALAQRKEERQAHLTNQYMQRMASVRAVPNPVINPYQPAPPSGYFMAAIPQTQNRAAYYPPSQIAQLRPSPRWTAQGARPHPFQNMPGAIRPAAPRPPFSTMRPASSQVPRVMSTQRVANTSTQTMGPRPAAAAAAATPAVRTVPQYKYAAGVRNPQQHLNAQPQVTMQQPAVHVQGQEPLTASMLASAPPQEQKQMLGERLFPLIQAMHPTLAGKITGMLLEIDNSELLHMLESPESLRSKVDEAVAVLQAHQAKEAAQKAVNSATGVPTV
* = called active by the depositor; i = inactive; nt = no result given. This is a subset (hit frequency here may not be typical).

Start of the data: the first nine records (preview)
SMILES	bovine MsrA act	Rin1-Abl PPI inh	eLon inh	Neddyl block	FAS-TE inh	CSN inh	MsrA inhibitor	Tb MetRS inh	MLLE-PAM2 inh
COC(=O)C(O)(c1ccc(N(C)C(=O)OC(C)C)cc1)C(F)(F)F (configuration not stated)	-13	3	9	i	-5	1	-1.3	-0.6	1
CC(=O)c1ccc2c(c1)C1C(Cl)C(Sc3ccccc3[N+](=O)[O-])CC1C(c1ccccc1[N+](=O)[O-])N2 (configuration not stated)	-3	-4	-19	i	16	7	5.5*	0.7	2
Cc1cc([N+](=O)[O-])c2ccccc2[n+]1[O-]	-2	-2	0	i	-6	-2	nt	-0.2	-1
C1CCC2CCCCC2C1 (configuration not stated)	-3	-1	2	i	-1	-1	-0.1	-0.7	9
CCC(=O)OC1(Cc2ccc(CC)cc2)CC(C)N(C)CC1C (configuration not stated)	-4	-1	9	i	-6	-1	0.3	-0.5	17
CCCCC(=O)N/N=C/c1c(O)n(CCCC)c(=S)[nH]c1=O	-2	-1	0	i	12	1	2.1	0.6	-8
CC1=CC(O)C(O)C2(C)C1CC1OC(=O)C(O)C3C(C)C(O)C4(O)OCC13C42 (configuration not stated)	0	7	-9	i	-8	-4	nt	-0.2	-3
O=c1c2ccccc2nc(Cc2ccccc2)n1-c1cccc(O)c1	0	4	1	i	4	-9	-1.3	0.1	-4
COc1ccc(OC(=O)N(C)C)c(CN(C)C)c1	-3	-2	-5	i	-2	-3	-0.7	-0.2	-13

Results, previewed entries included:
SMILES	bovine MsrA act	Rin1-Abl PPI inh	eLon inh	Neddyl block	FAS-TE inh	CSN inh	MsrA inhibitor	Tb MetRS inh	MLLE-PAM2 inh
COC(=O)C(O)(c1ccc(N(C)C(=O)OC(C)C)cc1)C(F)(F)F (configuration not stated)	-13	3	9	i	-5	1	-1.3	-0.6	1
CC(=O)c1ccc2c(c1)C1C(Cl)C(Sc3ccccc3[N+](=O)[O-])CC1C(c1ccccc1[N+](=O)[O-])N2 (configuration not stated)	-3	-4	-19	i	16	7	5.5*	0.7	2
Cc1cc([N+](=O)[O-])c2ccccc2[n+]1[O-]	-2	-2	0	i	-6	-2	nt	-0.2	-1
C1CCC2CCCCC2C1 (configuration not stated)	-3	-1	2	i	-1	-1	-0.1	-0.7	9
CCC(=O)OC1(Cc2ccc(CC)cc2)CC(C)N(C)CC1C (configuration not stated)	-4	-1	9	i	-6	-1	0.3	-0.5	17
CCCCC(=O)N/N=C/c1c(O)n(CCCC)c(=S)[nH]c1=O	-2	-1	0	i	12	1	2.1	0.6	-8
CC1=CC(O)C(O)C2(C)C1CC1OC(=O)C(O)C3C(C)C(O)C4(O)OCC13C42 (configuration not stated)	0	7	-9	i	-8	-4	nt	-0.2	-3
O=c1c2ccccc2nc(Cc2ccccc2)n1-c1cccc(O)c1	0	4	1	i	4	-9	-1.3	0.1	-4
COc1ccc(OC(=O)N(C)C)c(CN(C)C)c1	-3	-2	-5	i	-2	-3	-0.7	-0.2	-13
O=S(=O)(c1ccc(Cl)cc1)N1CN2CCN(C2)C1	2	1	-5	i	0	4	2.0	-0.2	4
COC(=O)C1=C(c2ccccc2OCc2ccccc2)C[C@@H]2CC[C@H]1N2C(=O)NCc1ccc(C(F)(F)F)cc1	-1	-1	-7	i	16	-2	1.4	-0.2	13
Cc1cccc(-n2c(O)c(C=NC34CN5CN(CN(C5)C3)C4)c(=O)[nH]c2=O)c1	-5	1	5	i	-11	3	-0.6	-0.1	11
O=[N+]([O-])c1ccc(N2CCCCCC2)c2nonc12	-2	-19	61*	i	-143	-75	0.9	0.6	i
CCOP(=O)(OCC)C(NC(=O)c1ccccc1)=C(Cl)Cl	0	1	4	i	-10	0	1.0	-0.1	7
Cc1nc2c(C(=O)N3CCC4(CC3)OCCO4)cnn2c(C)c1Cc1cccc(Cl)c1	-4	1	4	nt	-1	-4	0.3	-0.8	-24
CC(Cc1ccccc1)N1Cc2ccccc2C1 (configuration not stated)	0	5	-6	i	-5	-3	nt	-0.1	-6
CCC1(C)OC(c2ccccc2)=C/C(=C/C=C2C(=O)NC(=O)NC2=O)O1 (configuration not stated)	-6	-2	-479	i	-4	78*	-0.6	-0.8	-125
C[C@H](CO)N1C[C@H](C)[C@@H](CN(C)C(=O)Oc2ccc3ccccc3c2)OCc2cn(nn2)CCCC1=O	-2	1	-7	i	-6	7	-0.1	-0.3	-2
COC(=O)C1=C(c2ccc(C(C)=O)cc2)C[C@@H]2CC[C@H]1N2C(=O)NCc1ccc(C(F)(F)F)cc1	-7	3	-12	i	19	-2	nt	-0.5	-4
c1ccc(CC2CCCCN2)cc1 (configuration not stated)	-3	4	0	i	-2	2	-1.2	-2.0	-9
O=C(COC(=O)Cc1ccccc1)NNC(=O)c1ccc([N+](=O)[O-])cc1	-8	2	10	i	-1	-7	0.0	-0.4	0
CCN(CCCl)c1cc(CN(C)C)cc(NC(=O)c2ccc(C(=O)Nc3cc(CN(C)C)cc(N(CC)CCCl)c3)cc2)c1	-3	0	-8	i	51*	12	1.1	-0.4	-13
CCCC12CN3CCN(C1)CC(CCC)(C3)C2=O	0	1	1	i	-1	0	0.6	0.1	-9
CCCCCCC(=O)N/N=C/c1c(O)n(C(C)CC)c(=S)[nH]c1=O (configuration not stated)	-1	-1	-13	i	11	2	-0.6	-0.2	13
CCOP(=O)(OCC)C(O)c1ccccc1 (configuration not stated)	-5	-1	2	i	-8	-7	-0.6	-0.7	3
NC1CCc2cc(O)c(O)cc2C1 (configuration not stated)	-9	0	1	i	-3	-3	-0.7	-1.5	-11
Cc1cccc(OP(=O)(Oc2cccc(C)c2)OC(c2ccccc2)C(F)(F)F)c1 (configuration not stated)	-3	4	-7	i	27	-4	-0.2	0.3	-4
CC(C)CCNC(=O)c1cc(C(=O)c2cc(Br)ccc2O)cn(CCC(C)C)c1=O	-4	-1	-12	i	21	5	0.7	-1.5	-25
O=C1C(Cl)=CC(=Nc2ccc(O)cc2)C=C1Cl	-5	-3	-4	i	2	1	0.8	0.1	46*
COc1ccc(-[n+]2c(-c3ccccc3)cc(-c3ccc(C)cc3)cc2-c2ccccc2)cc1	-2	-3	-9	i	0	5	2.6	0.2	6
O=C(c1cccnc1)N1Cc2ccccc2-n2nncc2C1	0	-1	8	i	-6	5	0.3	-0.8	3
COc1ccc(N2C(=O)NC(=O)C(CCc3ccncc3)(CCc3ccncc3)C2=O)cc1	-2	-2	-11	i	-6	9	-0.5	-0.4	-2
CCCC(=O)OCC[N+](C)(C)C	0	1	-7	i	-4	-2	-0.7	-0.5	0
C=CCn1c(O)c(C(C)=NCCCN(C)C)c(=O)[nH]c1=O	-2	0	7	i	-4	0	0.0	-0.8	5
CC1=CC(=C2C(=O)NC(=O)NC2=O)C=C(C(F)(F)F)N1C(C)C	-5	-4	-5	i	-4	-7	4.9*	-0.5	7
CCOC(=O)C(O)(c1ccc(N(CC)S(=O)(=O)c2ccc(C)cc2)cc1)C(F)(F)F (configuration not stated)	-6	5	8	i	26	-3	-0.9	-0.6	8
OCC[n+]1c2ccccc2nc2ccc(N3CCOCC3)cc21	21*	-13	0	i	-5	4	5.8*	-0.9	7
COC(=O)C1=C(c2ccc(F)cc2OCc2ccccc2)C[C@@H]2CC[C@H]1N2C(=O)NCCOc1ccccc1	-1	1	4	i	18	3	0.1	-0.3	-8
Cc1c(NC(NC(=O)CF)C(Cl)(Cl)Cl)c(=O)n(-c2ccccc2)n1C (configuration not stated)	-10	3	-1	i	-7	0	0.7	-1.2	-6
COC(=O)C1=C(c2c(C)noc2C)C[C@@H]2CC[C@H]1N2C(=O)NCc1ccco1	-5	1	7	i	-10	3	-1.1	-0.1	-1
O=S(=O)(c1cc(Cl)cc(Cl)c1)N1Cc2cc(-c3cccc(F)c3)ccc2-n2nncc2C1	-3	3	2	i	34	-3	-1.1	-0.5	-10
c1ccc2sc(N3CCNCC3)nc2c1	-3	0	8	i	-2	-1	2.8	-0.5	4
CC(C)(C)NS(=O)(=O)c1ccc(OCC(=O)N2CCN(Cc3ccccc3)CC2)cc1	-7	3	-12	i	-1	-2	0.8	-1.1	5
Cc1ccccc1C(=O)NC(Oc1ccccc1)C(Cl)(Cl)Cl (configuration not stated)	-4	2	-5	i	-1	-2	1.0	-1.2	5
COc1ccc(-n2c(CNCCc3ccc(C)cc3)nc3ccccc3c2=O)cc1	-1	-3	-5	i	5	0	-0.5	0.1	1
Cc1ccc(N=Nc2c(O)[nH]c(=O)[nH]c2=O)c([N+](=O)[O-])c1	-2	-4	8	i	-2	3	1.2	0.4	12
CCOc1ccc(-c2c(C)n(-c3ccc(OCC)cc3)c3[n+]2CCCCC3)cc1	-1	5	-4	i	-3	0	-1.0	-0.5	-4
CCc1ccc(N2C(=O)CC(=O)NC2=O)cc1	-7	3	-33	i	-9	5	-0.8	0.1	-13
COc1ccc(C(=O)C2CCCN(C3CSCCSC3)C2)cc1OC (configuration not stated)	-4	-1	-4	i	-2	5	-0.4	-0.7	9
CC12CN3CCN(C1)CC(C)(C3)C2=NN	-3	0	2	i	-8	0	-1.1	-0.1	-6
CCOP(=O)(OCC)C(O)c1ccc2c(c1)OCO2 (configuration not stated)	-2	3	3	i	-4	1	0.7	0.0	-3
Cc1cc(O)c2c3c(c(=O)oc2c1)CCC(C)C3 (configuration not stated)	-4	-2	2	i	-1	-1	0.9	-1.0	-2
COc1ccccc1OP(=O)(Nc1ccc(Br)cc1)Oc1ccccc1OC	1	2	0	i	26	-6	0.3	-0.3	-4
c1ccc(CNC2CCCCCCC2)cc1 (tested in a mixture with another compound)	-8	6	0	i	-4	2	-1.6	-0.5	-8
O=C(Nc1ccccc1)N1CCC2(CC1)OCCO2	-9	-1	4	i	-2	5	-1.0	-1.6	4
CCOP(=S)(OCC)SCCSCC	2	5	0	i	10	4	0.6	-0.3	6
CC(=O)OC1C2CCC1C(N1CCCCC1)CC2 (configuration not stated)	-3	-1	6	i	-5	1	0.9	0.0	-28
COc1ccc(N=Cc2c(O)n(C)c(=O)n(C)c2=O)cc1	-7	2	-9	i	-5	-3	3.1	-1.6	-7
CN(C)c1ccc(C=C(C#N)C#N)cc1	-9	0	1	i	-9	-12	-0.8	-1.2	0
C/C(=N\N=C(N)N)c1ccccc1	-1	-2	7	i	-8	-4	0.8	-0.9	-5

(more compounds)
SMILES	bovine MsrA act	Rin1-Abl PPI inh	eLon inh	Neddyl block	FAS-TE inh	CSN inh	MsrA inhibitor	Tb MetRS inh	MLLE-PAM2 inh
c1ccc(CN2CCc3nc4ccccc4cc3C2)cc1	-4	2	10	i	-2	-5	-0.8	-0.1	23
CS(=O)(=O)NCc1nnc2n1-c1ccc(Cl)cc1C(c1ccccc1)=NC2	-6	1	3	i	-4	0	-0.5	-1.5	-3
O=C(Cn1nc(-c2ccc(Cl)cc2)ccc1=O)N1CCC2(CC1)OCCO2	-3	0	4	i	-2	3	-1.2	-0.6	4
CCCC(C)n1[nH]c(=O)c2c1NC(=O)CSC2c1ccc(OC)cc1 (configuration not stated)	-2	-3	-18	i	-7	0	0.6	-0.9	10
CCN1CCN(C(c2cccs2)C(C)NC(=O)Oc2ccccc2)CC1 (configuration not stated)	-3	0	-6	i	-3	1	-0.2	-0.2	-8
CC(=NCC1CCCO1)c1c(O)n(-c2ccccc2)c(=O)[nH]c1=O (configuration not stated)	1	-3	1	i	-9	-3	0.1	-0.3	3
